TbREL1 inh – TbREL1 RNA ligase inhibitors, primary screen, biochemical, FRET fluorescence; RNA-editing ligase 1, mitochondrial (Trypanosoma brucei brucei), P86926; TbREL1 RNA ligation; inhibition, % at 9.66 µM; 89,000 compounds, 0.49% hits;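 active means inhibition above the mean inhibition across all screened compounds plus 3 SD, cut at about 11% in these data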;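 further: 0% = plate median of test wells and 100% = NSC42067 control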
Target sequence (P86926 whole entry, looked up): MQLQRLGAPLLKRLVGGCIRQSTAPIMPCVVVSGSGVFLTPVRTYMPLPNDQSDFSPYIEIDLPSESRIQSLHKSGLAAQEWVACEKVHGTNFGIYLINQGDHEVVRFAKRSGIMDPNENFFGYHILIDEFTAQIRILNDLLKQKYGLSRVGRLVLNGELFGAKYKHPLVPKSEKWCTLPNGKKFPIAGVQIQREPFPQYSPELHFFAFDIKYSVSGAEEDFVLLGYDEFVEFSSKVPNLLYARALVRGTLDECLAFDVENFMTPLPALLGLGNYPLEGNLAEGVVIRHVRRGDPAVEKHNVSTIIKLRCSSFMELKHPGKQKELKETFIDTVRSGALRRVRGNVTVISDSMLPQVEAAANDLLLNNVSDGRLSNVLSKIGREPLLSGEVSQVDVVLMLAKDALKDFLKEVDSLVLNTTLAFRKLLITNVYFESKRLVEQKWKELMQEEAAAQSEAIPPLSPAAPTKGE
Active calls of the source: *; & = joins results of further samples. A portion of the library; rates above refer to the full screens.

SMILES	TbREL1 inh
CC(C)N1CCC(C)(C(=O)Nc2ccc(Cl)c(Cl)c2)C1 (configuration not stated)	0
COc1nc(OC)nc(N2CCC(C(=O)NCc3cccs3)CC2)n1	0
CC(=O)c1sc(Nc2nc3ccc(F)cc3s2)nc1C	-3
CCCCCn1c(SCCc2ccccc2)nc2c1c(=O)[nH]c(=O)n2C	1
CCOc1cc(C2NC(=O)NC(c3ccccc3)=C2C(C)=O)ccc1OCC(N)=O (configuration not stated)	-2
C=C(C)C(=O)Nc1ccc2c(c1)OCCOCCOCCO2	6
CC(C)=C1C2C=CC1C1C(=O)N(c3ccc4c(c3)OCO4)C(=O)C21 (configuration not stated)	-2
CCCCNC(=O)CCC(=O)Nc1ncc(-c2ccc(C)cc2)n1C	-2
O=C(CSc1ccc2nnc(-c3ccc(Cl)cc3)n2n1)N1CCc2ccccc21	0
Cc1[nH]n(-c2ccc([N+](=O)[O-])cc2)c(=O)c1C=NCC1CCCO1 (configuration not stated)	0
Cc1ccc(-c2noc(CCC(=O)NCc3ccco3)n2)cc1	-1
CCOc1cc(/C=C2\C(=O)N(Cc3ccc(C)cc3)C(C)=C2C(=O)OC)ccc1O	-5
CC(C(=O)Nc1ccc(OCc2ccccc2)cc1)N1CCCC1 (configuration not stated)	5
COC(=O)c1cccc(NC(=O)CCNC(=O)c2ccc([N+](=O)[O-])cc2)c1	-2
OCC[C@@H]1C[C@H](O)[C@@H](O)[C@@]2(CCCCO2)O1	-1
O=C(Cc1cccc(NC(=O)C2CCCN(C(=O)C3CCC3)C2)c1)Nc1ccc(C(=O)N2CCCCC2)cc1 (configuration not stated)	1
O=C(COC(=O)/C=C/c1ccccc1)NCc1ccc2c(c1)OCO2	2
Cc1cc(C)cc(C(=O)NN2CCOCC2)c1	0
O=C(CCCC(=O)N1CCN(c2cccc(Cl)c2)CC1)c1ccccc1	-3
CC(C)C[C@H]1CNC(=S)N1C[C@H]1CCCN1C[C@H](Cc1ccccc1)N1C[C@H](Cc2ccc(O)cc2)N(CC2CCCCC2)C1=S	-3
Cc1cc(Nc2ccc(C)c(C)c2)n2nc(C)nc2n1	-1
O=C(CN1C(=O)c2ccccc2S1(=O)=O)NC1CC2CCC1C2 (configuration not stated)	4
CCOc1ccc(NC(=O)C(=O)NCC2CCCN2CC)cc1 (configuration not stated)	-4
Cn1c(Cn2cnc([N+](=O)[O-])n2)nnc1SCC(=O)Nc1ccc(Br)cc1	2

Some of the entries so far, with each value named:
Cc1cc(Nc2ccc(C)c(C)c2)n2nc(C)nc2n1
  TbREL1 inh: -1

O=C(CN1C(=O)c2ccccc2S1(=O)=O)NC1CC2CCC1C2 (configuration not stated)
  TbREL1 inh: 4

The results go on.
SMILES	TbREL1 inh
COc1cccc(N(C(=O)c2snc(C(N)=O)c2N)C(C(=O)NCC2CCCO2)c2c[nH]c3ccccc23)c1 (configuration not stated)	-2
CC(=O)c1sc2nc(C)cc(C)c2c1N	-3
CSCCCNc1nc(C)nc2c1nnn2Cc1ccccc1	-3
COc1ccc2nc(Nc3nc(C)c(CCC(C)C)c(=O)[nH]3)nc(C)c2c1	3
COc1ccc(OC)c(NC(=O)CCN2CCCCCC2)c1	0
Cc1nn2c3ccccc3n(CCN3CCCCC3)c2nc1=O	0
N#Cc1nc(COc2ccccc2)oc1NCCN1CCOCC1	1
O=S1(=O)CC(N2CCCCC2)CN1Cc1cn(Cc2cccc(Cl)c2)nn1 (configuration not stated)	-2
O=C(CN1CCOCC1)N1CCN(c2ccc([N+](=O)[O-])cc2)CC1	2
O=C(Cn1c(-c2ccccc2)noc1=O)Nc1ccc(S(=O)(=O)N2CCOCC2)cc1	-1
COc1ccc2c(c1)[nH]c1c(=O)n(CCN3CCCC3)cnc12	-1
CCOCCCNC(=O)CS(=O)(=O)Cc1nc(-c2cccc(OC)c2)oc1C	0
CC1CCN(CCCNC(=O)c2nn(C)c3c2CS(=O)(=O)c2ccccc2-3)CC1	2
Cc1[nH]c2ccccc2c1C=NNC(=O)c1cc(-c2cccnc2)nc2ccccc12	-3
COc1ccc(NS(=O)(=O)c2cc(NC(=O)CCc3ccc(OC)c(OC)c3)ccc2N2CCOCC2)cc1	-5
COc1cccc(NC(=O)N2C3CCCC2CC(NC(=O)C(C)(C)C)C3)c1 (configuration not stated)	-2
CCCCCCNS(=O)(=O)c1ccccc1Br	2
O=C(CSc1nnc(CN2CCOCC2)n1-c1ccc(Cl)cc1)N1CCc2ccccc21	-3
CC(=O)N/C(=C\c1ccccc1)C(=O)OCC(=O)N(C)C1CCCCC1	2
CCCCC1SC(N)=NC1=O (configuration not stated)	5
Cc1ccc(C)c(NCCCCC(=O)O)c1	2
Cc1ccccc1C(=O)Oc1ccccc1N1C(=O)C2CC=CCC2C1=O (configuration not stated)	-2
COC(=O)/C=c1/s/c(=C(\C#N)C(=O)NCc2ccco2)n(-c2ccccc2)c1=O	7
Cc1ccc(Nc2ccc(C(=O)O)cc2N)cc1	-3
CCc1noc(C)c1C(=O)Nc1cc(S(=O)(=O)N(CC)CC)ccc1N1CCOCC1	1
COC(=O)c1cccc(Cn2ccc3ccc(-c4ccc5ccn(C(=O)c6cccc(OC)c6)c5c4)cc32)c1	1
COCCN(CC(=O)Nc1cccc(C)c1C)C(=O)c1oc2c(Cl)cccc2c1C	-1
COC(=O)[C@H](C)NC(=O)[C@@H]1CCCN1C(=O)CNP(=O)(OCc1ccccc1)OCc1ccccc1	-3
CCOc1ccccc1N(CC(=O)N/N=C(\C)c1cccc(Br)c1)S(C)(=O)=O	1
CCCOc1cccn2c(N(C=O)Cc3ccc(OC)cc3)c(CC)nc12	-2
C=CCn1c(SCCCC)nc(O)cc1=O	-3&-7
CN(CC(=O)Nc1cccc(F)c1)C(=O)c1ccc(N2CCCCCC2)c([N+](=O)[O-])c1	-4
COc1cc(-n2c(C)cc(O)cc2=O)ccc1Cl	1
CN(C(=O)COC(=O)c1ccc(Cl)s1)C1(C#N)CCCCC1	0
Cc1nc(N)[nH]c(=O)c1CC(=O)OCCCl	-2
Cc1nn(-c2ccc(F)cc2)c(C)c1NS(=O)(=O)c1ccc(Cl)cc1	0
COc1ccc(C(=O)Nc2ccc3c(c2)C(=O)NC3=O)cc1	-2
Cc1cc(NC(=O)CSCC(=O)Nc2nc3ccccc3s2)no1	0
O=C(NCCCN1CCCC1=O)c1ccc(S(=O)(=O)Nc2ccccc2)cc1	3
Nc1sc(Cc2ccccc2)cc1C(=O)c1c(-c2ccccc2)[nH]c2ccccc12	-3
O=C1CN(C(=O)COC(=O)c2cccc(OCc3ccccc3)c2)c2ccccc2N1	6
O=C1N/C(=N\N=C\c2cccs2)SC1Cc1cccc(Cl)c1 (configuration not stated)	1
COc1ccc(CCNC(=O)COc2ccc(S(=O)(=O)NCC(C)C)cc2Cl)cc1OC	0
CC(NCc1ccc(S(N)(=O)=O)cc1)C(=O)N1CCc2ccccc21 (configuration not stated)	-1
CCOC(=O)c1c(NC(=O)C2CC(Cl)=CCC2C(=O)O)sc2c1CC(C)(C)OC2 (configuration not stated)	4
CN1CCN(c2ccc(S(=O)(=O)N3CCCCC3)cc2[N+](=O)[O-])CC1	-1
Cc1ccc(NC(=O)C2CCN(S(=O)(=O)c3cc([N+](=O)[O-])ccc3Cl)CC2)nc1	0
Cn1c(-c2nnn(-c3ccc(F)cc3)n2)cc2ccccc21	0
Cc1cc(C)nc(NN2C(=O)/C(=C/c3ccccc3)SC2=S)n1	-2
Cc1cc(C(F)F)n2nc(C(=O)Nc3ccc(S(=O)(=O)N4CCCCCC4)cc3)nc2n1	4
CCOc1ccc(NC(=O)C/C(C)=N/NC(=O)COc2ccc(Br)cc2C)cc1	-2
CSc1ncccc1C(=O)OCC(=O)N1CC2(C)CC1CC(C)(C)C2 (configuration not stated)	-2
CN(CCO)c1nc(N)c(C#N)c(CC#N)c1C#N	2
COc1ccc(-c2nc(-c3ccc(C(=O)O)cc3)no2)cc1	-1
Cc1ccccc1NC(C)C(=O)N/N=C/c1ccccc1OCc1cccc(Br)c1 (configuration not stated)	1
CCOc1ncccc1C(=O)Nc1cc(S(=O)(=O)N(CC)CC)ccc1N1CCOCC1	-4
CCOC(=O)C1(C)CCCN(C(=O)c2c(-c3ccccc3)noc2C)C1 (configuration not stated)	-3
CCC(c1nnnn1CCc1ccccc1)N1CCN(c2ccc(OC)cc2)CC1 (configuration not stated)	2
O=C(CCc1ccccc1)c1nnc(-c2ccccc2)o1	2
Cc1ccc(O)c(NC(=O)C2CCCCC2)c1	0

Some of the entries above in a different format:
TbREL1 inh,molecule
2,CCC(c1nnnn1CCc1ccccc1)N1CCN(c2ccc(OC)cc2)CC1 (configuration not stated)
-1,COc1ccc(-c2nc(-c3ccc(C(=O)O)cc3)no2)cc1
2,CN(CCO)c1nc(N)c(C#N)c(CC#N)c1C#N
-2,Cc1cc(C)nc(NN2C(=O)/C(=C/c3ccccc3)SC2=S)n1

Next entries:
SMILES	TbREL1 inh
CC(=O)Oc1ccc(CN2C(=O)C(CCc3ccccc3)ON=C2c2cnccn2)cc1 (configuration not stated)	-2
CC(C)CSC1=NSC2=NC(=O)/C(=C\c3cccs3)C(=N)N12	0
O=C(NCc1ccc2c(c1)OCO2)c1ccco1	2
COC(=O)[C@@]12CCCN1[C@H](c1ccc(-c3ccc(OC)cc3)c(OC)c1)[C@H]1C(=O)N(C)C(=O)[C@H]12	5
COc1ccc2c(c1)[C@H]1[C@H](CO2)[C@H](c2ccccc2)[C@]2(C)C(=O)N[C@H](C)C(=O)N12	-2
Cc1nc2ccc(S(=O)(=O)NCC(=O)NCc3ccccc3C)cc2s1	0
CCN(C(=O)COC(=O)c1cc(C)oc1C)c1c(N)n(Cc2ccccc2)c(=O)[nH]c1=O	-2
COc1ccc2[nH]c3c(c2c1)CCNC3C1CC=C(C)CC1 (configuration not stated)	0
NC(=O)c1nc(-c2ccccc2)c(-c2ccccc2)[nH]c1=O	4
Cc1ccc(C(=O)Nc2nccc(-c3cccs3)n2)cc1	0
CC1CCN(C(C(=O)Nc2ccc(C(C)C)cc2)c2ccc3c(c2)OCO3)CC1 (configuration not stated)	-1
c1ccc2c(c1)NC1(CCCCCC1)n1c-2nc2ccccc21	3
O=C(O)CCCN1C(=O)/C(=C/c2ccncc2)SC1=S	2
CSCCC(NC(=O)C1CCC(C)CC1)C(=O)O (configuration not stated)	-1
CC(C)(C)C(=O)N1CCC(O)(CS(=O)(=O)Cc2ccc(Cl)cc2)CC1	-1
CNC(=O)C1CC(=O)N(CCCc2ccccc2)C(=Nc2ccccc2)S1 (configuration not stated)	-2
Cn1cccc1-c1nc2ccc(NC(=O)c3ccccc3)cc2[nH]1	3
O=C(CSC1=NCCS1)Nc1ccc(S(=O)(=O)N2CCCCCC2)cc1	1
CCc1ccc(N2CCN(C(=O)c3ccc4c(c3)OCO4)CC2)cc1	-6
O=C(c1ccc(Br)s1)N1CCN(S(=O)(=O)c2ccccc2)CC1	1
O=C(O)C1CCN(S(=O)(=O)c2cccs2)CC1	-2
CN(C(=O)c1ccc(NC(=O)Cc2cccc(NC(=O)C3CCCN(C(=O)CCc4ccccc4)C3)c2)cc1)C1CCCC1 (configuration not stated)	2
CC(=O)Nc1ccc(OCC(=O)NC(C)C(C)C)cc1 (configuration not stated)	1
COc1ccc([N+](=O)[O-])c(OC)c1C(=O)NC(=O)Nc1nc(C)cc(C)n1	-3

Taken from above:
In TbREL1 inh, O=C(CSC1=NCCS1)Nc1ccc(S(=O)(=O)N2CCCCCC2)cc1 is entered as 1
In TbREL1 inh, Cn1cccc1-c1nc2ccc(NC(=O)c3ccccc3)cc2[nH]1 is entered as 3
In TbREL1 inh, CCc1ccc(N2CCN(C(=O)c3ccc4c(c3)OCO4)CC2)cc1 is entered as -6
In TbREL1 inh, CC(C)(C)C(=O)N1CCC(O)(CS(=O)(=O)Cc2ccc(Cl)cc2)CC1 is entered as -1
In TbREL1 inh, CN(C(=O)c1ccc(NC(=O)Cc2cccc(NC(=O)C3CCCN(C(=O)CCc4ccccc4)C3)c2)cc1)C1CCCC1 (configuration not stated) is entered as 2
In TbREL1 inh, CNC(=O)C1CC(=O)N(CCCc2ccccc2)C(=Nc2ccccc2)S1 (configuration not stated) is entered as -2
In TbREL1 inh, O=C(c1ccc(Br)s1)N1CCN(S(=O)(=O)c2ccccc2)CC1 is entered as 1

Further structures.
SMILES	TbREL1 inh
CCC(=O)Nc1ccccc1N1CCN(S(C)(=O)=O)CC1	-1
COc1cccc(NC(=O)C2CCC2)c1	5
O=C(O)c1ccc(Cl)c(S(=O)(=O)N(Cc2ccccc2)c2ccccc2)c1	3
CC(C)c1ccc(CC(=O)N2CCC2(C)C(=O)Nc2cccc(C#N)c2)cc1 (configuration not stated)	-1
Cc1ccsc1CNc1ncnc2ccc(-c3c(C)noc3C)cc12	1
Cc1ccc(-c2cc(C(=O)NN=Cc3cc(Br)ccc3O)[nH]n2)cc1C	0
Cn1c(=O)c2c(nc(N3CCCCCC3)n2CC(O)COc2ccccc2)n(C)c1=O (configuration not stated)	-2
COCc1cc(C)nc(OCC(=O)N/N=C/c2cccc(OC)c2)c1C#N	0
C[C@@H]1CN([C@@H](C)CO)C(=O)c2cc(Br)cnc2O[C@H]1CN(C)C(=O)Nc1ccc(F)cc1	0
CS(=O)(=O)Nc1ccc(C2=NN(S(C)(=O)=O)C(c3ccccc3)C2)cc1 (configuration not stated)	-1
Cc1ccc(Cc2c(-c3cccc(Br)c3)nc3c(C)cc(Br)cn23)cc1	1
O=C(NC1CCC1)O[C@H]1CC[C@@]23CCCN2C(=O)CCC[C@H]3C1	4
CC(=O)Nc1ccccc1-c1nc2ccccc2nc1OCC(=O)c1ccc(Cl)cc1	-1
Cc1cc(-c2ccccc2)nc(N/N=C/c2ccco2)n1	1
CCOC(=O)c1c(C)c(C(=O)NCCN2CCOCC2)c(C)n1CC	0
CC(C)C(NC(=O)OCc1ccccc1)C(=O)NC1CCCCC1 (configuration not stated)	-2
CC(C)Oc1ccc(S(=O)(=O)N2CCOCC2)cc1NC(=O)CN1C(=O)NC2(CCCC2)C1=O	0
Cc1ccc(NC(=O)O/N=C/c2cccc([N+](=O)[O-])c2)cc1	-1
Cc1cc(C(=O)NCc2ccc(S(N)(=O)=O)cc2)ccc1[N+](=O)[O-]	4
Cc1onc(-c2c(F)cccc2Cl)c1C(=O)Nc1nc2ccccc2[nH]1	7
O=C(Nc1ccc2[nH]ccc2c1)c1ccc(F)cc1	0
O=C(COc1ccc(Br)cc1)NCCCN1CCCC1=O	6
Cc1ccc(OCC(=O)NNC(=O)C(C)Sc2ncnc3sc(C)c(C)c23)cc1 (configuration not stated)	-3

Screens as filed in PubChem.
